Source: PubChem
Mdm2-MdmX inh: disrupts the human Mdm2-MdmX interaction | actives 3% (n = 330,000) | inhibition, % at 8 µM | O15151+Q00987 | SaOS-2 split-luciferase Mdm2/MdmX complementation, luminescence;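 active = inhibition of at least 50% at 8 µM in the primary screen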
APJ agonist: agonists of human APJ apelin receptor; P35414; CHO-K1 APJ PathHunter beta-arrestin, luminescence; 0% DMSO wells, 100% apelin; activation, % at 20 µM; actives 0.11% (n = 330,000);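 active = activation more than six SD over the plate average, tested at 20 µM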;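 note: 0% = DMSO alone and 100% = apelin-13 at 10 nM; some results filed as inactive read as strong as hits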
Target sequence (P35414 whole entry, looked up): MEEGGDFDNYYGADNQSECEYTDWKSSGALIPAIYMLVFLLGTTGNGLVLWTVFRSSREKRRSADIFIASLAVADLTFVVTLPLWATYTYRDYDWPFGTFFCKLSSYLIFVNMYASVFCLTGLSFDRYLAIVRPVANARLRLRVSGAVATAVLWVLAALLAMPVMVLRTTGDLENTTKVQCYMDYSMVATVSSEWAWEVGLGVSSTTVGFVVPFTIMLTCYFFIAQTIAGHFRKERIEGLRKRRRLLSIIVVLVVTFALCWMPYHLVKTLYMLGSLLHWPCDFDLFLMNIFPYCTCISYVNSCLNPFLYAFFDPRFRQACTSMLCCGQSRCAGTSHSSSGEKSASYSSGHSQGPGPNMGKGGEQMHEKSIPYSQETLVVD
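Material: engineered CHO-K1 APJ arrestin reporter cells; amount: 1000 CHO-K1 reporter cells seeded per well; incubation: compound stimulation 90 min at 25 °C, detection 60 min; signal: luminescent beta-gal fragment complementation, chemiluminescent substrate; read-out basis: APJ agonist activity; controls: DMSO-only wells as negative, 10 nM Apelin-13 as positive control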
tim23-1 inh: growth inhibitors of tim23-1 mutant yeast; S. cerevisiae tim23-1 growth, BacTiter-Glo luminescence, 24 h; inhibition, % at 20 µM; actives 1.3% (n = 330,000);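 active = growth inhibition of the mutant yeast at or above 50%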;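 note: temperature-sensitive mutant grown at 25 °C; plate controls were DMSO-treated mutant yeast for no effect and medium wells lacking yeast for full effect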
697 NFkB inh: inhibitors of the PMA/ionomycin-induced NF-kB reporter in 697 B cells. 697 B-cell NF-kB luciferase reporter, 16 h. inhibition, % at 4 µM. actives 0.33% (n = 330,000); in the data active = inhibition above about 35%
Jurkat NFkB inh: lowers PMA/ionomycin-induced NF-kB signal in Jurkat cells. PMA/ionomycin-induced NF-kB luciferase reporter, luminescence. inhibition, % at 4 µM. actives 0.53% (n = 330,000). AID 435003; in the data active = inhibition above about 50%
UPR CHOP act: apoptotic UPR (CHOP) activation. activation, % at 10 µM. CHO-CHOP luciferase reporter, luminescence; percent of tunicamycin response over DMSO baseline. AID 449763. actives 0.34% (n = 330,000);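 active = at 10 µM dose, activation of 40% or more, normalized to positive control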;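 note: 100% = tunicamycin at 10 µg/mL and 0% = DMSO alone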
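System: CHO CHOP reporter cells. Amount: 500 cells per well. Buffer or medium: F12 medium, 10% FBS. Compound dosing: one dose, 10 µM in 0.5% DMSO. Incubation: 6 h compound exposure at 37 °C after overnight seeding. Technique: Steady-Glo luciferase luminescence. Benchmarks: tunicamycin and DMSO controls.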
APJ antagonist: antagonists of human APJ apelin receptor | CHO-K1 APJ beta-arrestin complementation, luminescence | inhibition, % at 20 µM | actives 0.32% (n = 330,000);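 active = inhibition above about 40% at 20 µM, limit read from the data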;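 note: cells challenged with 10 nM apelin-13 agonist together with compound; plate controls were apelin-13 plus DMSO wells for no effect and DMSO wells lacking apelin-13 for full effect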
UPR XBP1 act: adaptive UPR (XBP1) activation; CHO-XBP1 luciferase reporter, IRE1-XBP1 UPR activation, luminescence; percent of tunicamycin response, DMSO as zero; activation, % at 20 µM; actives 0.33% (n = 330,000);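 active = versus positive control, 20 µM dose yields 30% or more activation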;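 note: 100% = tunicamycin at 10 µg/mL and 0% = DMSO only wells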
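incubation = overnight seeding at 37 °C, 6 h compound treatment at 37 °C | assay system = CHO-XBP1 cells stably carrying IRE1-XBP1-driven luciferase reporter | input = 1000 cells per well | detection = luciferase luminescence | dosing = single point, 20 µM final compound, 1% DMSO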
An asterisk follows results filed as active; . = no result given.

SMILES	Mdm2-MdmX inh	APJ agonist	tim23-1 inh	697 NFkB inh	Jurkat NFkB inh	UPR CHOP act	APJ antagonist	UPR XBP1 act
C/C(=N/NC(=O)CNS(=O)(=O)c1ccc(C)cc1)c1cccc([N+](=O)[O-])c1	31	-2	-5	7	-6	1.8	15	0
Cc1nc(-c2ccccn2)nc(N(C)c2ccccc2)c1Cl	26	-5	32	3	-10	18	18	11
CCOC(=O)c1c(C)n(C)c2ccc(OC(=O)c3ccoc3)cc12	21	-1	-5	9	-9	-1.3	-10	2
COc1cc(/C=N/NC(=O)Cc2csc(N3CCOCC3)n2)cc(OC)c1O	-10	-1	21	8	-11	-1.2	10	-4
COc1ccc(C(CNC(=O)c2[nH]c(C)c(C(C)=O)c2C)N2CCOCC2)cc1 (centres undefined)	3	-3	-5	2	-18	-0.5	4	1
COC(CNC(=O)CCCn1nnnc1CN1CCOCC1)c1cccs1 (centres undefined)	26	-4	0	0	10	0.1	-14	-6
COc1ccc(-c2cc(C(F)(F)F)nc(SCC(=O)Nc3cc(C)on3)n2)cc1OC	-5	-5	6	-10	-14	0.1	-5	6
CC(=O)Nc1ccc(Oc2ccc(-c3noc(C)n3)cc2)cc1	11	1	20	1	-7	0.6	-4	-1
O=C(Nc1ccncc1)c1cccc2ccccc12	3	7	17	-61	-31	0.1	-14	-5
O=C(NCCNC(=O)c1ccccc1O)c1ccccc1O	-3	2	0	20	-9	0.8	-17	-3
COc1ccc(S(=O)(=O)N(CC(=O)N2CCCC2)Cc2ccccc2)cc1	-6	-4	19	12	-1	0.5	18	8
Cc1cccc(C)c1NC(=O)CNC(=O)c1ccc(COc2ccccc2)o1	1	-6	-3	10	13	0.4	-4	2
Cc1ccc(C(=O)Nc2ncccc2C)cc1S(=O)(=O)N1CCOCC1	10	-1	8	13	6	3.3	-8	-3
CCOC(=O)C(=O)Nc1cc(C(=O)OC)cc(C(=O)OC)c1	-9	0	2	5	4	-0.4	6	0
CCOC(=O)C1=C(CN2CCSCC2)NC(=O)NC1c1cccc([N+](=O)[O-])c1 (centres undefined)	10	-2	21	3	4	0.1	-13	1

New compounds follow.
SMILES	Mdm2-MdmX inh	APJ agonist	tim23-1 inh	697 NFkB inh	Jurkat NFkB inh	UPR CHOP act	APJ antagonist	UPR XBP1 act
NC(=O)C[n+]1cccc(C(=O)Nc2ccccc2)c1	6	0	20	-24	-20	-0.4	5	1
COc1ccc(CNC(=O)[C@H](C)NC(=O)[C@@H]2Cc3ccccc3CN2)cc1	6	3	11	13	-2	0.4	-8	0
O=C(CN1CCC(NC(=O)c2ccccc2F)CC1)NCc1ccc(F)cc1	8	0	-1	24	-10	-1.3	7	-3
O=C(NCc1ccco1)C1CC(c2ccc(F)cc2)=NO1 (centres undefined)	-19	-1	2	15	6	-0.5	-12	-1
Cc1ccc(S(=O)(=O)Nc2cc(=O)[nH]c(SCc3ccccc3Cl)n2)cc1	14	1	9	-8	-5	-1.2	3	0
CCOC(=O)c1ccc(NC(=O)CSc2nc3ncccc3[nH]2)cc1	-5	2	-2	-37	-8	1.3	-11	0
COc1ccc(OC)c(C(c2nnnn2CCc2ccccc2)N2CCC(C(N)=O)CC2)c1 (centres undefined)	-11	8	19	-19	-6	0.4	-11	-2
OCCCc1nc2ccccc2[nH]1	-8	-2	-6	23	9	-1.0	2	0
O=C(CCc1nc2ccccc2[nH]1)NC1CCCCC1	19	-3	-4	15	11	-0.5	7	-5
CN(Cc1ccccc1)c1nc(N)nc(Cl)c1C=O	19	-2	6	12	-7	0.2	2	0
CCOc1ccc(N(CC(=O)Nc2ccc(C)c(C)c2)S(=O)(=O)c2c(C)[nH]c(=O)[nH]c2=O)cc1	9	-1	-1	16	-5	-1.5	9	2
CN1CCc2c(sc(NC(=O)c3ccc([N+](=O)[O-])o3)c2C(N)=O)C1	94*	-2	11	-5	15	37	-29	-4
COc1ccccc1NC(=O)CN1CCC(n2nnc3cc(F)ccc32)CC1	39	-6	2	3	9	-1.3	16	-2
COc1ccc(NC(=O)CSc2cn[nH]n2)c(OC)c1	-12	-2	-2	10	18	0.9	19	-5
CC1CCCN(c2ncnc3c2cnn3-c2ccccc2)C1 (centres undefined)	52*	-2	31	-220	-102	-6.6	-79	-8

Next section.
SMILES	Mdm2-MdmX inh	APJ agonist	tim23-1 inh	697 NFkB inh	Jurkat NFkB inh	UPR CHOP act	APJ antagonist	UPR XBP1 act
COc1cc(NC(=O)CNc2cccc(S(=O)(=O)N3CCCC3)c2)cc(OC)c1	20	7	6	-26	-2	2.6	-2	-5
CCC(CC)NC(=O)COC(=O)c1ccc(NS(=O)(=O)c2ccc3c(c2)OCCO3)cc1	0	-4	-4	13	-2	-2.8	-1	0
C[C@H]1C(=O)N(c2ccccc2)[C@@H]1c1ccccc1	11	.	21	-15	.	0.6	.	2
COc1ccc(C(=O)O/N=C(/c2ccccc2)c2ccncc2)cc1	8	1	30	16	-19	2.9	-39	8
C=CCn1cc(/C=N/Nc2nc3ccccc3[nH]2)c2ccccc21	37	4	10	-46	-32	4.6	-76	3
Cc1cc(NC(=O)CS(=O)(=O)c2c[nH]c3ccccc23)no1	22	3	-3	2	11	-1.1	13	-4
O=c1c2c(O)cc(O)cc2oc2ccc(O)c(O[C@@H]3O[C@H](CO)[C@@H](O)[C@H](O)[C@H]3O[C@H]3O[C@H](CO)[C@@H](O)[C@H](O)[C@H]3O)c12	5	-3	-8	-7	-8	0.1	-82	0
Cc1cccc(CCN=c2c([N+](=O)[O-])nn(-c3ccccc3)n2O)c1	17	13	19	-2	0	0.8	-20	-4
CCOC(=O)N1CCC(NC(=O)c2cnn3c(C(F)(F)F)cc(-c4cccc(OC)c4)nc23)CC1	61*	0	9	-8	-1	-0.1	6	-1
CCOc1ccc(-c2c(C(=O)N/N=C(\C)c3ccccc3OC)nnn2-c2nonc2N)cc1	25	-3	4	-33	-13	-0.3	-2	-5
Cc1ccccc1OCC(=O)N/N=C/c1ccc(N(C)C)cc1	23	1	10	8	-11	1.1	8	-3
CC1CCCN(c2ccc(C(=O)NCc3cccs3)cn2)C1 (centres undefined)	-33	-7	44	-52	-58	4.7	-5	38*
CSc1ccc(S(=O)(=O)NCc2ccc(C)cc2)cc1	19	1	45	8	3	-0.5	6	-2
CCN1CCN(CC(=O)Nc2cc(C)on2)CC1	19	-4	4	11	14	2.4	-9	-3
CC(C)(C)OC(=O)N1CCC(CNC(=O)c2ccccc2)CC1	25	-1	14	15	9	1.2	17	1

More records follow:
SMILES	Mdm2-MdmX inh	APJ agonist	tim23-1 inh	697 NFkB inh	Jurkat NFkB inh	UPR CHOP act	APJ antagonist	UPR XBP1 act
Cc1cccc(C(=O)N2CCC(c3nc4ccccc4s3)CC2)c1	19	-2	28	2	7	-0.1	-10	-1
COCC(=O)N/N=C\c1ccccc1OC/C=C/c1ccccc1	-30	3	51*	-118	-50	4.8	4	-1
CCn1nc(C)c(CN2CCN(Cc3cccc(OC)c3)C(CCO)C2)c1C (centres undefined)	6	1	-4	9	8	0.5	-5	-1
COC(=O)c1cc(S(=O)(=O)N2CCC(c3cc(OC)ccc3OC)C2)c[nH]1 (centres undefined)	34	3	17	-38	21	3.4	-26	-6
COc1ccc(CCNC(=O)Cc2cc(OC)c(OC)cc2Br)cc1OC	20	2	16	-8	-18	-0.9	-5	-4
COc1ccc(NC(=O)C2CCN(C(=O)C3CC(=O)N(c4ccc(C)cc4)C3)CC2)cc1 (centres undefined)	14	-4	-1	16	22	0.9	14	1
CCOc1ccc(-c2nnc3sc(COc4ccc(Cl)cc4)nn23)cc1	10	0	-6	-10	-6	-1.5	-21	-5
C=C(C)c1cccc(C(C)(C)NC(=O)Nc2cc(C)ccc2OC)c1	34	-2	13	15	9	-2.1	11	0
CC(C)(C)C(=O)N1CCN(c2ccc([N+](=O)[O-])c(-n3nc(-c4ccccc4)c4ccccc4c3=O)c2)CC1	18	1	16	10	-3	1.4	-6	-1
Cc1ccc(S(=O)(=O)C2(C(=O)Nc3cccc(F)c3)CC2)cc1	1	-1	12	6	9	-3.1	15	0
CC(O)CNc1nc2c(c(=O)n(C)c(=O)n2C)n1C/C=C/c1ccccc1 (centres undefined)	23	-1	5	-5	15	-0.8	19	-2
Cc1cccc(Cn2c(=O)c3c(nc4n3CCN4Cc3ccco3)n(C)c2=O)c1	-16	-2	36	-26	6	-2.0	11	-3
COc1ccc(CCNC2CC(C)N(C)CC2C)cc1OC (centres undefined)	18	-3	-7	18	2	1.8	-8	-2
O=S(=O)(c1c(F)cccc1F)N1CCCC2CCCCC21 (centres undefined)	-3	-4	23	5	-11	-2.3	11	-3
COc1ccc(OCCCn2ccnc2)cc1	27	-2	-4	7	-8	0.5	-5	-2

Additional structures follow:
SMILES	Mdm2-MdmX inh	APJ agonist	tim23-1 inh	697 NFkB inh	Jurkat NFkB inh	UPR CHOP act	APJ antagonist	UPR XBP1 act
O=C1CCN(Cc2ccccc2)C=C1c1ccc(Br)cc1	-8	0	5	19	-4	1.7	7	2
CCOC(=O)CN1C(=O)/C(=C2\SC(=S)N(NC(=O)c3cccnc3)C2=O)c2ccccc21	21	-4	12	3	8	1.2	-29	-5
O=C(CNC(=O)c1ccc(Br)o1)Nc1ccncc1	34	-5	2	7	12	0.4	24	-3
C=CCc1c(C)nc(C)nc1N/N=C/c1ccccc1O	-23	-10	38	-22	5	1.2	18	0
Cc1c(-c2ccccc2)oc2c(C(=O)N3CCN(c4ccc([N+](=O)[O-])cc4)CC3)cccc2c1=O	67*	-2	21	-23	2	0.8	18	-4
CCC(C)(C)C(=O)Nc1nnc(CCc2ccccc2)s1	-51	4	16	-121	-73	3.5	1	4
C=C(C)C(=O)Nc1cccnc1Oc1ccc(F)cc1F	12	-6	-3	-5	-8	0.4	-18	-1
CCN(CC(=O)Nc1cc(Cl)ccc1C)C(=O)C1CC(=O)N(Cc2ccccc2)C1 (centres undefined)	6	0	1	-33	-9	1.5	-6	-2
CC(C)c1c(C(=O)N/N=C/c2ccccc2C(=O)O)nnn1-c1nonc1N	7	0	12	-8	7	0.1	-5	-2
Cc1ccc(SCCNC(=S)Nc2ccc(C)c(C)c2)cc1	27	-4	39	16	6	-1.7	1	-3
c1cn(-c2ccc(-c3ccnc4ncnn34)cc2)cn1	13	-4	1	17	4	-0.4	19	-1
O=C(CN1CCN(Cc2ccccc2)CC1)Nc1nnc(C(F)(F)F)s1	-20	-4	13	-39	-27	2.8	7	-2
Cc1ccc(-c2nc(CS(=O)CC(=O)NCCC(C)C)c(C)o2)cc1 (centres undefined)	11	-2	11	-1	-1	0.3	19	-2
CC1CCCC(NC(=O)CSc2n[nH]c(=O)n2Cc2ccccc2)C1C (centres undefined)	7	-6	8	2	0	-2.1	-3	-3
COc1ccc(NC(=O)CN(C)Cc2cccs2)cc1Cl	-42	0	14	-9	-14	1.4	-3	0

Three entries from above, ordered by the number in Jurkat NFkB inh, high to low.
Molecule,Jurkat NFkB inh
CCOc1ccc(N(CC(=O)Nc2ccc(C)c(C)c2)S(=O)(=O)c2c(C)[nH]c(=O)[nH]c2=O)cc1,-5
O=C(CN1CCC(NC(=O)c2ccccc2F)CC1)NCc1ccc(F)cc1,-10
O=C(CN1CCN(Cc2ccccc2)CC1)Nc1nnc(C(F)(F)F)s1,-27

An excerpt from above, showing only APJ antagonist and Mdm2-MdmX inh:
smiles	APJ antagonist	Mdm2-MdmX inh
c1cn(-c2ccc(-c3ccnc4ncnn34)cc2)cn1	19	13
O=C(CN1CCN(Cc2ccccc2)CC1)Nc1nnc(C(F)(F)F)s1	7	-20
Cc1ccc(-c2nc(CS(=O)CC(=O)NCCC(C)C)c(C)o2)cc1 (centres undefined)	19	11
CC1CCCC(NC(=O)CSc2n[nH]c(=O)n2Cc2ccccc2)C1C (centres undefined)	-3	7
